G6PDH CS = counter-screen for G6PDH assay hits: L. mesenteroides G6PDH inhibition | Purified L. mesenteroides G6PDH, diaphorase/resazurin coupled fluorescence, 45 min | hit rate 0.12% among 200,000 | inhibition, % at 5 µM; in the data active = inhibition above about 50%
Hsp70 activator = switches on Hsp70 transcription | activation, % at 10 µM | HeLa Hsp70 promoter luciferase reporter, luminescence; scaled: vehicle 0, proteasome-inhibitor control 100% | hit rate 0.04% among 200,000;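 active = activation above the mean across all tested compounds plus 3 SD, cutoff set per campaign, cut at about 5.5% in these data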;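 also: 100% = MG132 at 30 µM as the positive control and 0% = DMSO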
FLuc act counter = affects firefly luciferase, flagging false hits in luciferase stimulation screens | 200,000 tested, under 10 active | P08659 | activation factor at 10 µM | ATPlite luciferase biochemical, luminescence, 10 min; 0 = ATP-free wells, 1 = DMSO control;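 active = luciferase activation factor, scaled between plate controls, of at least 2 with compound at 10 µM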
Target sequence (P08659 whole entry, looked up): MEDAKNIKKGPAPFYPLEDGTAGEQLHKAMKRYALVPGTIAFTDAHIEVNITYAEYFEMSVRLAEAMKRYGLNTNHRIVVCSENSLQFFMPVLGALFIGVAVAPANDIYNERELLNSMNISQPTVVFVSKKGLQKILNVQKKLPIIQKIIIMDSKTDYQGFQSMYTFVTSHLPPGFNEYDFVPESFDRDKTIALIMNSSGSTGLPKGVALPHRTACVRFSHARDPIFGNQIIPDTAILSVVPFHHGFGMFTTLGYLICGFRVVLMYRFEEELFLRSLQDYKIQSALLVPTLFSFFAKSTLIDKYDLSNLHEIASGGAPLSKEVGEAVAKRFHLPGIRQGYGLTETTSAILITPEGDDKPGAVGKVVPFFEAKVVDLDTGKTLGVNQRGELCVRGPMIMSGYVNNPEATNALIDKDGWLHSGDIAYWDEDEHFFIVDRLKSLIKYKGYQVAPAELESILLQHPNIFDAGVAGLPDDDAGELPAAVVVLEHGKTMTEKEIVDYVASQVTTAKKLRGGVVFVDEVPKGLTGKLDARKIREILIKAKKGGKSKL
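test system = cell-free luciferase reagent | medium = PBS as buffer for the ATP substrate | dosing = test compounds dosed from 2 mM stocks in 100% DMSO | incubation = 10 min at ambient temperature | detection = luminescence measurement of luciferase light output | benchmarks = low control with PBS replacing ATP, high control enzyme plus ATP without compound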
Efa HMGR inh = E. faecalis class II HMG-CoA reductase inhibition; purified E. faecalis HMGR, NADPH absorbance 340 nm kinetic; inhibition, % at 10 µM; hit rate 0.41% among 190,000; AID 1066;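 active = inhibition above a set limit, the median over all tested compounds plus 3 SD, cut at about 9.5% in these data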;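 also: enzyme runs in reverse so mevalonate oxidation gives rising NADPH absorbance; 0% = complete reaction with DMSO and 100% = background rate lacking mevalonate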
STAT1 activator = increases IFN-gamma driven STAT1 reporter signal; hit rate 2.6% among 200,000; activation (% of control), % at 5.5 µM; NIH 3T3 STAT1-luciferase reporter, luminescence; 100% = IFN-gamma alone, no compound;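 active = activation above the screen-wide mean activation plus 3 SD, cut at about 130% in these data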;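 also: raw ratio to IFN-gamma control signal so 100% means no change and 0% no light; values of inactives mirror those of a sister screen read the other way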
FLuc inhib CS = counter-screen for luciferase assay inhibitors: firefly luciferase inhibition; inhibition, % at 10 µM; hit rate 1.5% among 200,000; AID 1006; ATPLite firefly luciferase biochemical luminescence, 10 min;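 active = inhibition above about 50% when tested at 10 µM, limit read from the data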
DTT redox prof = compounds producing H2O2 with reducing agent – biochemical, NIH compound library profiling, artefact control for MLSCN library redox annotation, primary screen | DTT-dependent redox cycling H2O2, phenol red/HRP absorbance; 100% = 100 µM peroxide control, 0% = buffer | activation, % at 10 µM | hit rate 0.03% among 200,000 | AID 878;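 active = activation of at least 50% relative to the plate's high and low controls in the primary single-dose screen; inactive = activation below 50%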;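 also: compound incubated with DTT at 0.8 mM final as the reducing agent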
APP transl inh = APP translation inhibition | SH-SY5Y APP 5'UTR-luciferase reporter, luminescence | inhibition, % at 2 µM | hit rate 0.82% among 190,000;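 active = inhibition above a set limit, derived from the sample mean plus 3 SD, cut at about 45% in these data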; also: values of inactives mirror those of a sister screen read the other way
APP 5'UTR act = APP 5'UTR luciferase reporter activation. activation, % at 2 µM. SH-SY5Y APP 5'UTR luciferase reporter, luminescence; zero percent = DMSO vehicle wells. hit rate 1% among 190,000;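 active = activation above a set limit, based on mean plus 3 SD of controls, cut at about 140% in these data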; also: values of inactives mirror those of a sister screen read the other way
NF-kB expr up = compounds increasing NF-kB expression in human neuronal cells. NF-kB reporter expression; active compounds read high. fold change at 12.5 µM. hit rate 1.6% among 190,000; in the data active = fold change above about 3.3
Active calls of the source: *; nt = no result given.

SMILES	G6PDH CS	Hsp70 activator	FLuc act counter	Efa HMGR inh	STAT1 activator	FLuc inhib CS	DTT redox prof	APP transl inh	APP 5'UTR act	NF-kB expr up
CC(=O)c1ccc(-n2cc(-c3ccc(C(C)(C)C)cc3)[n+]3c2SCCC3)cc1	1	-0.4	1.1	1	93	-10	-2.1	-19	19	0.49
CCCCCC1(C(=O)OCC)CC(CSC(=N)N)OC1=O (centres undefined)	4	-0.4	1.1	3	93	-5	-1.6	16	-17	1.5
NC(=O)NC(=O)CSc1nc(-c2ccccc2)c(-c2ccccc2)n1CC1CCCO1 (centres undefined)	5	-0.2	1.1	-3	103	-10	-4.0	-1	1	1
CCCNC(=O)COC(=O)c1ccc(-c2ccccc2)cc1	3	0.1	1	-4	106	-4	-0.1	-10	10	0.95
O=C(c1ccccc1)c1c[nH]c(C(=O)NNc2cccc(Cl)n2)c1	8	-0.3	1	-2	94	5	-1.0	-5	5	1.6
CCOc1ccccc1C(=O)N(CN1CCCC1=O)c1ccc(C)c(Cl)c1	4	-0.4	1.1	2	108	-5	-0.9	-3	3	1.1
CC1CC2(CC(C)(C(=O)CSc3nc4ccccc4s3)OC2=O)C(=O)O1 (centres undefined)	2	-0.1	1	1	112	-3	3.1	3	-3	1.2
CCC(C)[C@H](Nc1nc(-c2ccccc2)nc2c1oc1ccccc12)C(=O)O (some centres undefined)	2	-0.1	1	2	82	-4	2.3	19	-19	0.94
O=C(Nc1ccc(Cl)cc1)c1ccc2c(c1)OCO2	2	0.4	0.6	0	139*	45	3.8	-193	193*	6.8*
Cc1cc(/C=C2/C(=N)N3C(=NC2=O)SN=C3S(C)(=O)=O)c(C)n1-c1ccccc1F	6	-0.3	0.1	-11	112	93*	-0.1	-60	60	2.8
COc1cc(C(=O)NCC(=O)OCC(=O)c2ccc[nH]2)cc(OC)c1OC	8	-0.2	1	-2	97	-2	1.7	-3	3	1.1
O=C(NC(=S)Nc1cccc(NC(=S)NC(=O)c2ccco2)n1)c1ccco1	-5	-0.3	1	1	101	-1	0.6	-9	9	1.2
CCOCC(=O)Nc1cccc(SC)c1	2	0.0	1	-2	110	3	0.3	22	-22	1.2
Cc1nnc(SCC(=O)N2CCN(S(=O)(=O)c3ccccc3)CC2)[nH]c1=O	-7	-0.1	1	5	100	-5	-3.9	5	-5	1.1
COc1ccc(C(=O)OC(COc2ccccc2)Cn2ccnc2)cc1 (centres undefined)	-3	-0.3	1.1	1	102	-9	0.8	-3	3	0.83
Cc1nn(C(C)C(=O)O)c(=O)c2c1sc1ccccc12 (centres undefined)	2	-0.3	1	-2	112	-2	-0.2	-3	3	0.92
CCCCOc1ccc(C(=O)Nc2ccc(N3CCN(C)CC3)cc2)cc1	-8	-0.2	1	0	99	-3	3.0	2	-2	1.2
C=CCc1cccc(/C=N/NC(=O)CNc2ccccc2OC)c1O	-7	0.0	1	4	96	-3	0.1	32	-32	0.99
Cc1cc(N)n(-c2ccc3ccccc3c2)n1	-5	0.0	0.9	0	128	12	-3.4	-19	19	3.1
Cc1ccc(-n2c(=O)c3sccc3n(CC(=O)NCc3ccco3)c2=O)cc1F	14	0.6	1	-5	84	-2	1.1	2	-2	0.96
CCn1c(SCc2nc(-c3ccccc3)no2)nnc1-c1cccs1	2	-0.3	1	-7	113	-1	0.2	14	-14	1.2
Cc1nn(-c2nnc(NCc3ccccc3)nn2)c(C)c1Br	10	-0.4	1	0	112	2	-0.1	-24	24	1.6
CC(C)(C)c1ccc(C(=O)NCC(=O)OCN2C(=O)c3ccccc3C2=O)cc1	9	0.1	0.9	0	99	6	0.8	1	-1	1.2
Cn1nc(CC(=O)Nc2ccc(N3CCN(C(=O)OC(C)(C)C)CC3)cc2)c2ccccc2c1=O	2	-0.4	1.1	0	78	-11	-2.6	10	-10	0.73
COc1ccc(C(=O)NCc2nnc(SCC(=O)Nc3nnc(C)s3)o2)cc1	17	-0.3	1	1	97	4	0.3	-1	1	1.4
COCCOC(=O)C1=C(N)Oc2c(oc(CO)cc2=O)C1c1ccccc1F (centres undefined)	3	-0.1	1	-3	96	-2	1.2	-32	32	0.94
CC(C)c1ccc(/C=C/C(=O)NC2CCCCC2)cc1	1	-0.3	1	0	102	1	-0.1	10	-10	1.2
Cn1nc(-c2ccccc2F)c2cc(C(=O)N3CCN(C(=O)c4ccco4)CC3)sc21	nt	-0.5	nt	nt	93	nt	-0.3	0	0	nt
CCc1cc(C(=O)NNC(=S)NC(C)c2ccccc2)cs1 (centres undefined)	-6	-0.4	1.1	-1	87	-5	0.3	-21	21	0.81
O=C1CCCc2oc3c(c21)CCCC3	-2	-0.3	1	2	100	-4	-0.6	-12	12	1.2
Clc1cccc(COn2c(-c3ccc(Cl)cc3Cl)nc3ncccc32)c1	9	0.0	1	1	99	-3	0.1	4	-4	1
CC(C)(C)c1ccc(S(=O)(=O)CC(O)CSc2nc3c(cc2C#N)CCCC3)cc1 (centres undefined)	1	-0.1	1.1	0	102	-6	-3.7	1	-1	0.75
Cc1nc(N2CCC(C)CC2)c2c(C)c(C(=O)Nc3ccccc3C(F)(F)F)sc2n1	0	-0.3	1	-1	91	-1	-0.6	-22	22	1.1
CCOc1ccc(N2C(=O)c3cccnc3C2Nc2ccc(F)cc2)cc1 (centres undefined)	4	-0.1	1	-3	105	4	-0.1	4	-4	1.3
Clc1nc(Cl)nc(NCCC2=CCCCC2)n1	7	-0.4	1.1	-1	100	-9	-0.9	0	0	1.2
CCN1CCn2c3c(c4cc(Cl)ccc42)CCCC31 (centres undefined)	4	-0.1	1	-4	102	-3	-0.2	-10	10	0.97
CCC(OC(=O)C1=Cc2ccccc2OC1)C(=O)NC1CCCC1 (centres undefined)	-1	-0.3	1.1	0	91	-10	-4.3	-11	11	0.86
CC1=C(C(=O)OC(C)C)C(c2ccc(F)cc2)NC(=O)N1 (centres undefined)	-12	-0.4	1.1	-5	105	-6	2.4	-22	22	0.92
CC(C)(C)C(=O)Nc1ccc(C(=O)N/N=C/c2ccccc2OC(=O)c2ccccc2)cc1	2	-0.2	1	1	97	-4	0.8	6	-6	0.43
Cc1ccc(S(=O)(=O)N2CCC(C(=O)N[C@@H](C)C(=O)NCc3ccco3)CC2)cc1	2	-0.4	1	-2	99	-2	0.0	-4	4	1
CC(=O)Nc1ccc(S(=O)(=O)Nc2c(C)nn(-c3ccccc3)c2C)cc1	2	0.0	1.1	-4	94	-10	1.9	2	-2	1
CC(=O)NNC(=S)NC(=O)C(c1ccccc1)c1ccccc1	12	0.0	1	-1	95	-4	-0.6	4	-4	0.87
CC(=O)c1cccc(NC(=O)C(Sc2ncnc3ccccc23)c2ccccc2)c1 (centres undefined)	5	1.1	1	-3	99	2	0.9	2	-2	0.66
Fc1ccc(C2CC(c3ccccc3)Nc3ncnn32)cc1 (centres undefined)	4	-0.3	1.1	1	106	-7	-0.8	22	-22	1.3
COC(=O)C(CC(C)C)NC(=O)CNC(=O)c1ccccc1C (centres undefined)	1	-0.2	1.1	-1	101	-7	0.3	2	-2	1.1
Nc1ccc(-c2nc3ccc(N)cc3[nH]2)cc1	5	0.3	0.5	-3	127	52*	-0.5	-16	16	nt
CC1CCC(NC(=S)NCCN(C)C)CC1 (centres undefined)	6	0.2	1	-1	104	-3	0.0	-18	18	1.3
Cc1cccc(NC2SC(=O)N(c3ccccc3)C2=O)c1 (centres undefined)	10	-0.3	1	2	100	-2	3.1	-42	43	3.5*
CC1Cc2ccccc2N1C(=O)Cn1cnc2ccccc2c1=O (centres undefined)	-4	-0.3	1	4	103	-5	-0.4	18	-18	0.92
CCOc1ccc(NC(=O)CSc2nnnn2CC(=O)O)cc1	-2	-0.1	0.9	2	107	6	0.4	0	0	0.98
CC1CCCN(c2ccc(C(=O)Nc3nnc(C4CC4)s3)cc2[N+](=O)[O-])C1 (centres undefined)	-1	-0.2	1	0	102	-4	-0.1	0	0	1.1
O=C(Cc1ccccc1)NCCC1=CCCCC1	10	0.0	1	-3	102	-5	0.4	28	-28	1.2
COc1ccccc1S(=O)(=O)Cc1ccc(C(=O)N2CCCC2)o1	13	-0.1	1.1	-4	103	-10	0.4	9	-9	0.83
Cc1nc(-c2c(C(F)(F)F)noc2-c2ccc(O)cc2O)cs1	2	-0.4	1.1	-4	95	-8	2.2	-12	12	0.79
CCOC(=O)c1nc(N)sc1C(=O)OCC	5	-0.4	1.1	-7	97	-7	0.0	-8	8	1.1
O=C(CCN1CCN(c2ccccc2F)CC1)c1ccc(Br)cc1	4	-0.3	1.1	0	103	-7	-2.0	5	-5	1
OC[C@H]1O[C@@H](n2cnc3c(NC4CCCC4)ncnc32)[C@H](O)[C@@H]1O	10	-0.2	1.1	-11	89	-9	-0.1	-10	10	1.2
CCN1CCN(C(=O)Cn2ncc3c2-c2ccccc2OC3)CC1	7	0.1	1.1	0	97	-6	0.0	-11	11	0.98
COC(=O)c1c(C)n(-c2ccc(OC)cc2)c2ccc(O)cc12	-20	0.0	1	-1	81	0	3.7	6	-6	0.77
NS(=O)(=O)c1ccc(CNC(=O)/C=C/c2ccccc2[N+](=O)[O-])cc1	4	-0.2	1.1	-4	98	-6	-1.8	-2	2	1
Continued:
SMILES	G6PDH CS	Hsp70 activator	FLuc act counter	Efa HMGR inh	STAT1 activator	FLuc inhib CS	DTT redox prof	APP transl inh	APP 5'UTR act	NF-kB expr up
O=C(CSc1nnc(-c2ccc(S(=O)(=O)N3CCCC3)cc2)o1)NCc1ccco1	-2	-0.1	1	-4	102	-2	1.1	-2	2	1.1
S=C(NC1CCCCC1)N1CCN(C2CCCCC2)CC1	16	-0.2	1	-2	105	0	-0.5	4	-4	nt
CCc1cc2c(NCCO)ncnc2s1	6	2.1	1.1	-3	104	-8	0.3	-18	18	0.81
COc1ccc(N2C(=O)CCC(C(=O)N3CCCCCC3)C2c2ccc(OC)c(OC)c2)cc1 (centres undefined)	-3	-0.1	1.1	0	102	-11	-0.9	14	-14	1.3
CC1(NC(=O)CC[N+](C)(C)CCO)CS(=O)(=O)CC1S(=O)(=O)[O-] (centres undefined)	-3	-0.4	1	0	103	5	0.4	-6	6	0.98

Ordered by number of heavy atoms (low to high): part of the list above
SMILES	G6PDH CS	Hsp70 activator	FLuc act counter	Efa HMGR inh	STAT1 activator	FLuc inhib CS	DTT redox prof	APP transl inh	APP 5'UTR act	NF-kB expr up
Nc1ccc(-c2nc3ccc(N)cc3[nH]2)cc1	5	0.3	0.5	-3	127	52*	-0.5	-16	16	nt
CCCCCC1(C(=O)OCC)CC(CSC(=N)N)OC1=O (centres undefined)	4	-0.4	1.1	3	93	-5	-1.6	16	-17	1.5
CC(=O)NNC(=S)NC(=O)C(c1ccccc1)c1ccccc1	12	0.0	1	-1	95	-4	-0.6	4	-4	0.87
CC1CCCN(c2ccc(C(=O)Nc3nnc(C4CC4)s3)cc2[N+](=O)[O-])C1 (centres undefined)	-1	-0.2	1	0	102	-4	-0.1	0	0	1.1
CC(=O)c1ccc(-n2cc(-c3ccc(C(C)(C)C)cc3)[n+]3c2SCCC3)cc1	1	-0.4	1.1	1	93	-10	-2.1	-19	19	0.49
Cc1cc(/C=C2/C(=N)N3C(=NC2=O)SN=C3S(C)(=O)=O)c(C)n1-c1ccccc1F	6	-0.3	0.1	-11	112	93*	-0.1	-60	60	2.8
NC(=O)NC(=O)CSc1nc(-c2ccccc2)c(-c2ccccc2)n1CC1CCCO1 (centres undefined)	5	-0.2	1.1	-3	103	-10	-4.0	-1	1	1
